Screening results: PubChem BioAssay, several laboratories
G6PDH CS: inhibits Leuconostoc G6PDH, flagging false hits in G6PDH-based assays. Purified L. mesenteroides G6PDH, diaphorase/resazurin coupled fluorescence, 45 min. inhibition, % at 5 µM. 0.12% of 200,000 active
Diaphorase act: counter-screen for diaphorase-based assays: diaphorase activators and chemical reducers; Diaphorase/resazurin coupled assay, resorufin fluorescence, 16 min; stronger effect = higher value; 1 = vehicle wells, 0 = NADH-free wells; activation factor at 20 µM; 0.005% of 190,000 active; AID 1229;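 active = diaphorase activity raised at least twofold by the compound at 20 µM; inactive = activation factor below 2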
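Test system: Clostridium kluyveri diaphorase, purified enzyme. Buffer or medium: 50 mM HEPES pH 7.4 buffer plus MgCl2 and Tween 20. Also added: 0.114 mM NADH and 0.1 mM resazurin, final amounts. Dosing: compound 20 µM once, DMSO 1%. Schedule: 16 min enzyme reaction, ambient temperature. Detection: fluorescence of resorufin, 544 nm excitation, 590 nm emission.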
TLR4 MyD88 comp: TLR4-MyD88 interaction inhibition in cells; O00206+Q99836; HeLa CL3-4 TLR4/MyD88 BLA complementation, FRET ratio; inhibition, % at 8.4 µM; 0.18% of 200,000 active; AID 861; in the data active = inhibition above about 25%;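 note: 0% = vehicle and 100% = reference inhibitor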
RAM inhibit: blocks the yeast RAM network; inhibition, % at 50 µM; S. cerevisiae dse1pr::URA3 reporter, 5-FOA growth OD615, 2 d; analog-sensitive cbk1-as2 kinase mutant strain; 1.8% of 190,000 active;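 active = inhibition above a set limit, 3 SD over mean compound inhibition, cut at about 8.4% in these data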;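 note: 0% = DMSO-only wells with no growth and 100% = 10 µM 1-NA-PP1 full growth; inhibition rescues growth on 5-FOA so higher OD means more RAM inhibition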
PMI activator: increases human mannose-6-phosphate isomerase activity; purified human PMI, coupled resazurin fluorescence, 20 min; stronger effect = higher value; 1 = vehicle control, 0 substrate-free wells; P34949; activation factor at 20 µM; 0.005% of 190,000 active;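 active = activation factor of 2 or more at 20 µM, relative to plate controls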
Target sequence (P34949 whole entry, looked up): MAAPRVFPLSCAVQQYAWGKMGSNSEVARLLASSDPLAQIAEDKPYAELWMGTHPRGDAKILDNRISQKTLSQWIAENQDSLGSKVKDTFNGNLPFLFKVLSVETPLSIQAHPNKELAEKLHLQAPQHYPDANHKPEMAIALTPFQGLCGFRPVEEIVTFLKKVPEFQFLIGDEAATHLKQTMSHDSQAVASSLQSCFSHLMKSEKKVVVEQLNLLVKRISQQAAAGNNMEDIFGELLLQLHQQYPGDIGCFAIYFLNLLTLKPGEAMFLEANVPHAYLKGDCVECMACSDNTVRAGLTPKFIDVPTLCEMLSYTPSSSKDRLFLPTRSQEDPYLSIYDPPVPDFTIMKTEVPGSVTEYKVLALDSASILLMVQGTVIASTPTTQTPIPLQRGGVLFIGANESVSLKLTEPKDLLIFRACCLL
Redox H2O2 prof: compounds producing H2O2 with reducing agent – biochemical, NIH compound library profiling, artefact control for MLSCN library redox annotation, primary screen. DTT-dependent redox cycling H2O2, phenol red/HRP absorbance; 100% = 100 µM peroxide control, 0% = buffer. activation, % at 10 µM. 0.03% of 200,000 active;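 active = activation of at least 50% relative to the plate's high and low controls in the primary single-dose screen; inactive = activation below 50%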;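 note: compound incubated with DTT at 0.8 mM final as the reducing agent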
Hsp70 activator: transcriptional activators of Hsp70; HeLa Hsp70 promoter luciferase reporter, luminescence; scaled: vehicle 0, proteasome-inhibitor control 100%; activation, % at 10 µM; 0.04% of 200,000 active; AID 1203;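 active = activation above the mean across all tested compounds plus 3 SD, cutoff set per campaign, cut at about 5.5% in these data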;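 note: 100% = MG132 at 30 µM as the positive control and 0% = DMSO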
PMI act satM6P: PMI (human) activation, high substrate; 0.34% of 190,000 active; P34949; coupled PMI enzyme assay, resazurin fluorescence, 20 min; stronger effect = higher value; 1 = untreated enzyme, 0 = substrate-free blank; AID 1216; activation factor at 20 µM;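 active = activation factor of 2 or more at 20 µM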
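Test system: human phosphomannose isomerase with PGI, G6PDH, diaphorase coupling enzymes; amount: 15 ng/mL PMI; incubation: enzyme reaction with compound 20 min at room temperature; technique: resorufin fluorescence (Ex 544/Em 590 nm) from resazurin via diaphorase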
S1P3 antagonist: S1P3 (human) receptor antagonism; CHO S1P3 NFAT-BLA reporter, FRET fluorescence, antagonist mode; 0.27% of 170,000 active; inhibition, % at 4.98 µM; AID 485; Q99500;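 active = inhibition above the plate cutoff, the mean inhibition of test wells on that plate plus 3 SD, cut at about 28% in these data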;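 note: cells challenged with S1P at its EC80 of 0.8 µM; blue over green emission ratio from cleaved BLA substrate after 4 h stimulation; 0% = S1P-stimulated wells and 100% = unstimulated DMSO-only wells; some compounds past the cut are filed as inactive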
Target sequence (Q99500 whole entry, looked up): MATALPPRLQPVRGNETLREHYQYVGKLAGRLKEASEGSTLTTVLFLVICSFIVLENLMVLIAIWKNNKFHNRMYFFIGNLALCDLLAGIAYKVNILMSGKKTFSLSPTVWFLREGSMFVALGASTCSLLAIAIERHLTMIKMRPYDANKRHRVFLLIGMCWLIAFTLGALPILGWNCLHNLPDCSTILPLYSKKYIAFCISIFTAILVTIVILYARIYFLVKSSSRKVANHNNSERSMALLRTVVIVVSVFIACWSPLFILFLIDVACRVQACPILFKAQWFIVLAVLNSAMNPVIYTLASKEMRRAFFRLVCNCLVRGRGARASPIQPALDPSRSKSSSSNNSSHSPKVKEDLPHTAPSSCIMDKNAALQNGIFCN
Lmaj promast: reduces viability of Leishmania major promastigotes | resazurin fluorescence viability | inhibition, % at 10 µM | 9% of 200,000 active;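 note: promastigotes grown with compound for 44 hours at 28 °C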
Diaphorase inh: counter-screen for diaphorase-based assays: diaphorase inhibitors and chemical oxidizers; diaphorase resazurin-to-resorufin fluorescence, NADH, 16 min; bacterial (C. kluyveri) enzyme, not human; inhibition, % at 20 µM; 0.69% of 190,000 active;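 active = primary screen inhibition at 20 µM above a set limit, cut at about 50% in these data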;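 note: plate controls were DMSO with full reaction for no effect and wells lacking NADH for full effect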
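Assay system: diaphorase enzyme from Clostridium kluyveri. Quantity: enzyme working solution with 0.14 U/mL diaphorase. Schedule: reaction incubation of 16 min at room temperature. Technique: resorufin fluorescence, excitation 544 nm, emission 590 nm. Controls: No-NADH positive control and DMSO neutral control.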
An asterisk follows results filed as active; nt = not tested or not shown. Cut-off read from the data, not from the text of the source, unless noted: active = inhibition above about 50%; inactive = the rest.

cpd	structure	G6PDH CS	Diaphorase act	TLR4 MyD88 comp	RAM inhibit	PMI activator	Redox H2O2 prof
1	Cc1ccccc1-n1c(=O)cc(N2CC(C)OC(C)C2)[nH]c1=O (stereo unspecified)	11	0.8	-2	0.4	0.9	0.0
2	COc1ccc(-c2c[n+]3c(n2-c2ccccc2)CCCCC3)cc1	5	0.9	-5	0.6	1	0.3
3	O=C(NCCO)c1ccc(-c2nnc(N3CCOCC3)c3ccccc23)cc1	7	0.9	5	0.9	1	-4.2
4	COCCn1c(SCC(=O)Nc2sccc2C(N)=O)nc2cc(Cl)ccc2c1=O	-7	0.7	-2	1.7	0.9	1.8
5	CN(C)C(=O)c1cn(-c2ccccc2)nc1-c1cc2ccccc2o1	21	0.8	-7	-1.0	1.6	-1.2
6	CCN(CC)Cc1c(O)ccc2c(=O)c(Oc3ccccc3OC)coc12	10	1	-3	0.6	0.9	2.0
7	Cc1ccc(OCC(=O)Nc2ccccc2N2CCCC2)c(C)c1	14	nt	17	-1.1	nt	0.0
8	C#CCn1ccc(O)c(Cc2c(F)cccc2Cl)c1=O	11	0.9	-9	1.6	1	-0.6
9	CC(C)(C)NC(=O)NC(=O)Cn1cc(C(F)(F)F)ccc1=O	3	1	9	0.6	1.2	1.5
10	COc1cc(/C=C2\S/C(=N/S(=O)(=O)c3ccc(C)cc3)NC2=O)c([N+](=O)[O-])cc1OC	-3	0.7	-3	2.9	0.8	-0.4
11	COc1cc(OC)cc(C(=O)NC(=S)NCCc2ccccc2)c1	12	0.9	5	10*	0.9	1.6
12	COC(=O)c1sc(S(=O)(=O)Nc2ccc3cn[nH]c3c2)c(C(=O)OC)c1C	19	1	-10	4.2	1	2.2
13	O=C(Cc1ccccc1)Nc1ccccc1N1CCCC1	3	0.9	12	0.1	1	-1.7
14	Cc1ccc(N/N=C2\CS(=O)(=O)N(C)c3ccsc32)cc1	10	0.9	6	6.7	1.5	-1.1
15	COc1ccc(C)cc1NC(=O)CN1CCN(S(=O)(=O)c2ccc(F)cc2)CC1	-1	0.9	-12	1.3	1	1.7

cpd	Hsp70 activator	PMI act satM6P	S1P3 antagonist	Lmaj promast	Diaphorase inh
1	0.0	0.9	nt	-1	16
2	-0.5	1	-11	99*	8
3	0.1	1	-10	2	12
4	-0.5	0.9	nt	23	29
5	-0.1	2.5*	-6	4	21
6	-0.2	0.9	nt	6	4
7	-0.2	nt	-4	2	nt
8	-0.1	1	-10	-6	8
9	-0.3	1	-13	-4	3
10	0.0	0.6	nt	-7	34
11	-0.2	0.9	nt	14	8
12	-0.3	1.1	-26	-1	4
13	-0.2	0.9	-10	2	8
14	-0.1	1.9	-8	1	8
15	-0.4	1	-2	-6	14

Remaining list, next part.
cpd	structure	G6PDH CS	Diaphorase act	TLR4 MyD88 comp	RAM inhibit	PMI activator	Redox H2O2 prof
16	O=C(CCCN1C(=O)CCC1=O)Nc1cccc(C(F)(F)F)c1	-2	0.8	2	0.0	0.9	6.6
17	COc1ccccc1NC(=O)N1CCCC1C(=O)Nc1nnc(C(C)C)s1 (stereo unspecified)	15	0.9	6	0.6	1	0.0
18	CCc1ccc(CCC(=O)Nc2nnc(CC)s2)o1	-1	0.9	-8	4.2	1	-0.2
19	COCC(C)n1c(C)cc(C(=O)COC(=O)/C=C/c2cccc(F)c2)c1C (stereo unspecified)	0	0.8	1	5.0	0.9	0.0
20	CC(C)N(C)C1CCN(C(=O)Nc2ccc(Cl)c(Cl)c2)CC1	-2	0.9	-1	0.1	1	-0.9
21	Cc1ccccc1C(=O)/C=C1/c2ccccc2CC(C)(C)N1C	8	1	-14	-1.6	1	1.1
22	CCC(C)NS(=O)(=O)c1ccc(NS(=O)(=O)c2ccc(F)cc2)cc1 (stereo unspecified)	-2	0.9	-1	0.0	1	0.3
23	O=C(NNC1=C(C(=O)C(F)(F)F)CCC1)c1ccc(Br)cc1	0	0.9	11	1.6	1.1	-0.9
24	COc1ccccc1C(=O)Nc1ccc(Cc2ccncc2)cc1	3	0.9	5	0.4	0.9	-0.5
25	N#CC1=C(N)C(C#N)(C#N)C(c2ccncc2)C2CN(C(=O)OCc3ccccc3)CC=C12 (stereo unspecified)	7	1	-4	2.0	1.1	0.7
26	CC(=O)c1sc(N/N=C\c2ccccc2O)nc1C	30	nt	-7	3.5	nt	-0.6
27	COc1ccc(-c2nnc(SCc3ccccc3)n2N)cc1	15	1	2	2.6	1.1	0.6
28	N#Cc1ccsc1NC(=O)COC(=O)c1cc2ccccc2cc1O	-2	0.8	-1	5.4	1	nt
29	Cc1ccc(S(=O)(=O)Cn2nnnc2C(c2ccc(F)cc2)N2CCC(C(N)=O)CC2)cc1 (stereo unspecified)	6	0.9	4	-0.8	0.9	-2.0
30	Cc1nn(-c2cccc(Cl)c2)c2nc(-c3ccncc3)cc(C(=O)N3CCOCC3)c12	13	1.1	-12	1.5	1.1	-0.2

cpd	Hsp70 activator	PMI act satM6P	S1P3 antagonist	Lmaj promast	Diaphorase inh
16	-0.2	1	6	-7	15
17	-0.1	1.1	-3	-1	7
18	-0.4	1	-17	-13	11
19	-0.1	1	16	-7	20
20	-0.1	1	-10	60*	5
21	-0.3	1	nt	28	1
22	-0.2	1	nt	2	9
23	-0.2	1.2	nt	16	8
24	-0.3	1	21	9	7
25	-0.1	1	nt	0	-2
26	0.6	nt	-6	5	nt
27	0.1	1	13	-1	-3
28	1.1	0.7	2	79*	17
29	-0.5	0.9	3	-3	13
30	-0.1	1.1	12	28	-14

Next section
cpd	structure	G6PDH CS	Diaphorase act	TLR4 MyD88 comp	RAM inhibit	PMI activator	Redox H2O2 prof
31	COc1ccc(-n2nc(C(=O)NCC(=O)Nc3cccc(NC(C)=O)c3)c3ccccc3c2=O)cc1	-3	0.9	0	1.0	1.1	0.6
32	CC1(C)Cc2noc(N)c2C(C)(C)N1OC(=O)c1ccccc1	-1	0.9	-2	0.8	1	3.2
33	CCN(CC)C(=O)c1sc(NC(=O)c2ccoc2C)c(C(=O)OC)c1C	4	0.8	-1	2.9	0.9	-0.5
34	CNC(=O)c1c(Cl)cnn1-c1ccc(C)cc1	1	0.9	-13	-0.2	0.9	-0.9
35	COc1ccc(C(c2sc3nc(C)nn3c2O)N2CCCCC2)cc1 (stereo unspecified)	1	0.9	-22	0.6	1	-0.6
36	Cc1cc(=O)n(CC(=O)O)c2ccccc12	15	0.9	7	-0.7	1	-0.2
37	O=C(CCCn1c(=S)[nH]c2cc3c(cc2c1=O)OCO3)N1CCN(C2CCCCC2)CC1	-4	0.8	2	0.6	1	-1.5
38	O=C(CC1c2ccccc2Oc2ccccc21)Nc1ccccc1F	-10	0.9	-10	1.2	1	0.2
39	COc1cccc(C2C(C#N)=C(N)Oc3c2oc(CO)cc3=O)c1 (stereo unspecified)	6	1	8	0.2	1.1	-0.1
40	Fc1ccc(-c2ccc(/C=N\n3cnnc3)o2)cc1Cl	0	1.1	-5	0.8	1.1	0.5
41	COc1ccc(-c2cc(C(=O)N3CCN(c4ccccc4)CC3)c3ccccc3n2)cc1	4	0.8	4	3.1	1	-0.2
42	COCCCNc1nc2nonc2nc1N(C)CC1CCCN1C (stereo unspecified)	10	0.9	-10	0.9	1	-0.3
43	COc1ccc(CCNC(=O)c2cc(-c3ccccc3)on2)cc1OC	8	0.9	9	2.5	0.8	-0.5
44	CCCc1cc(=O)[nH]c(Nc2ccc(N3CCCCC3)cc2)n1	-2	0.7	10	0.1	0.8	0.6
45	CCCCn1nnnc1SCC(=O)N1CCOCC1	-8	0.9	16	2.6	0.9	1.0

cpd	Hsp70 activator	PMI act satM6P	S1P3 antagonist	Lmaj promast	Diaphorase inh
31	0.3	1.1	-9	5	6
32	-0.3	0.9	-34	9	12
33	-0.6	1	12	11	20
34	0.1	0.9	-2	11	14
35	-0.1	1	-12	-3	6
36	-0.3	1	-4	-9	6
37	0.1	1	nt	1	25
38	-0.5	1.1	-17	12	7
39	-0.1	0.9	nt	-2	2
40	-0.1	1.1	3	95*	-6
41	0.0	1	-3	2	19
42	0.1	1	-19	-4	12
43	0.3	0.9	14	-7	11
44	-0.5	0.9	22	2	28
45	0.9	0.9	nt	-5	8

Quoted from above: entries 1 to 2
cpd	structure	G6PDH CS	Diaphorase act	TLR4 MyD88 comp	RAM inhibit	PMI activator	Redox H2O2 prof
1	Cc1ccccc1-n1c(=O)cc(N2CC(C)OC(C)C2)[nH]c1=O (stereo unspecified)	11	0.8	-2	0.4	0.9	0.0
2	COc1ccc(-c2c[n+]3c(n2-c2ccccc2)CCCCC3)cc1	5	0.9	-5	0.6	1	0.3

cpd	Hsp70 activator	PMI act satM6P	S1P3 antagonist	Lmaj promast	Diaphorase inh
1	0.0	0.9	nt	-1	16
2	-0.5	1	-11	99*	8

More compounds.
cpd	structure	G6PDH CS	Diaphorase act	TLR4 MyD88 comp	RAM inhibit	PMI activator	Redox H2O2 prof
46	O=C(c1ccc(-n2cccc2)cc1)N1CCN(Cc2ccccc2)CC1	3	1	2	-0.5	0.9	1.1
47	COc1ccc(/C=C2\CCCC(C(=O)C(F)(F)F)=C2O)cc1OC	4	1	3	5.1	1.5	-0.2
48	COc1ccc(NS(=O)(=O)c2cccc(C(=O)N/N=C/c3ccc4c(c3)OCCO4)c2)cc1	17	0.9	13	2.1	0.9	-0.7
49	Cc1ccc(C(=O)NC(=S)Nc2cccc(NC(=O)c3ccccc3Cl)c2)cc1[N+](=O)[O-]	-23	0.9	0	3.4	0.9	-0.5
50	CCOC(=O)c1cc2c(ccn2C)n1CC(=O)N1CCN(c2ccccc2OC)CC1	4	0.9	-3	1.1	1	1.2
51	COc1cccc(C2CC(c3ccccc3OC)n3ncnc3N2)c1 (stereo unspecified)	20	0.9	-3	-0.1	1	-0.9
52	CN(C(=O)COC(=O)c1ccc[nH]c1=O)C1CCCCC1	4	1	-16	2.9	1.1	-1.5

cpd	Hsp70 activator	PMI act satM6P	S1P3 antagonist	Lmaj promast	Diaphorase inh
46	-0.2	1	nt	75*	-1
47	-0.1	1.6	1	5	-4
48	0.4	0.9	-5	2	8
49	0.0	1	-11	40	15
50	-0.3	0.9	13	0	14
51	-0.4	1	-23	11	6
52	-0.2	1.1	-16	-6	4
